HCV core dimer = inhibitors of HCV core protein dimerization, primary screen, biochemical, TR-FRET, high-throughput | TR-FRET GST/Flag-core106 dimerization, 1536-well | inhibition, % at 5 µM | 300,000 tested, 0.33% active;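 active means inhibition above the mean of all tested compounds plus 3 SD, set per screening campaign, cut at about 45% in these data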
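Material: Tagged HCV core106 pair (GST and Flag) | Amount: GST-core106 13.5 nM, Flag-core106 17 nM | Medium: KF-containing HEPES buffer, pH 7.45, DTT, CHAPS, BSA | Reagent: Eu donor and XL665 acceptor anti-tag antibodies | Schedule: 4 h at 22.5 °C | Technique: Time-resolved FRET, ex 340 nm, em 617 and 671 nm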
PP1 counter = PP1-alpha phosphatase inhibitors, primary screen, counter-screen for PP5 inhibitor project, biochemical, fluorescence, OMFP substrate, single point; 320,000 tested, 0.9% active; Serine/threonine-protein phosphatase PP1-alpha catalytic subunit (Homo sapiens), P62136; inhibition, % at 6.7 µM; purified PP1alpha;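 active means inhibition above the mean inhibition of all tested compounds plus 3 SD, computed separately for each screening campaign, cut at about 15% in these data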
Target sequence (P62136 whole entry, looked up): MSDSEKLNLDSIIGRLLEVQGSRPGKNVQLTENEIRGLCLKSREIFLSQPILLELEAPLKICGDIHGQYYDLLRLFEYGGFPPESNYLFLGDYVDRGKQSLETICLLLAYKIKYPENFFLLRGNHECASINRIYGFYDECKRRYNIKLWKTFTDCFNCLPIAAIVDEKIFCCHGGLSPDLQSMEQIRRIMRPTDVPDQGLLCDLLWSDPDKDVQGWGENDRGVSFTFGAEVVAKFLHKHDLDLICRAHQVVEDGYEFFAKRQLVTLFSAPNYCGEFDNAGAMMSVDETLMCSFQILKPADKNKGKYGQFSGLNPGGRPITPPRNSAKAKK
proCasp7 act = procaspase-7 activators, primary screen, counter-screen for procaspase-3 activator project, biochemical, absorbance, HTS, human; Caspase-7 (Homo sapiens), P55210; recombinant procaspase-7, Ac-DEVD-pNA absorbance 405 nm; D23A/D198A/D206A triple mutant, cannot self-cleave; scale: DMSO 0, 5 µM enzyme 100; activation, % at 8.5 µM; 330,000 tested, 0.093% active; AID 463210, 2010;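 active means percent activation above the screen-wide mean plus 3 SD, cut at about 25% in these data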
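System: Uncleavable procaspase-7 mutant enzyme; Amount: 2 µM procaspase-7 mutant as dispensed; Schedule: 1 h compound preincubation, 2 h substrate cleavage, 25 °C; Measured by: 405 nm absorbance of p-nitroaniline; Evaluation: percent activation from buffer-corrected 0–120 min absorbance change; Control set: low DMSO alone, high DMSO plus 5 µM PC-7.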
GASC-1 inh = inhibitors of GASC-1 histone demethylase, primary screen, biochemical, fluorescence, DELFIA europium. Lysine-specific demethylase 4C (Homo sapiens), Q9H3R0. GST-JMJD2C(1-420) H3K9me3 demethylation. inhibition, % at 2.35 µM. 330,000 tested, 0.069% active. AID 2099, 2009;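 active means more than half of a compound's replicate wells show inhibition beyond 50%, single wells judged on their own value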;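 further: signal counts dimethyl H3K9 product captured on neutravidin plate; 0% = median of DMSO wells and 100% = 0.3 times that DMSO median; strong numbers were not always called active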
Target sequence (Q9H3R0 1-420 limits assumed): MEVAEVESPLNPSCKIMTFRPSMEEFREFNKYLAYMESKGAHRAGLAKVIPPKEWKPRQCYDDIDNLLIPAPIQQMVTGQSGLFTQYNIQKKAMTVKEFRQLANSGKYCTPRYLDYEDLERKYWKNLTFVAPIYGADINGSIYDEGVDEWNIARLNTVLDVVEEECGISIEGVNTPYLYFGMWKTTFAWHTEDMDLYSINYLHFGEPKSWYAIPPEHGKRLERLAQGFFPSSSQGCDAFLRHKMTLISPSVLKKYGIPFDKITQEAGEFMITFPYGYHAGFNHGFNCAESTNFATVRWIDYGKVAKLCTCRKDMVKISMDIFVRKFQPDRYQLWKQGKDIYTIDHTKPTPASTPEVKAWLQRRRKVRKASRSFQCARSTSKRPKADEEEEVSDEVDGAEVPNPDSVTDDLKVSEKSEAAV
TPT1 inh = Candida albicans TPT1 enzyme inhibitors, primary screen, biochemical, fluorescence polarization; recombinant caTPT1, FP RNA substrate dephosphorylation; inhibition, % at 5 µM; 300,000 tested, 0.81% active;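 active means inhibition above the mean of all tested compounds plus 3 SD, set per screening campaign, cut at about 24% in these data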;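 further: plate controls were DMSO alone for no effect and ferristatin control at 100 nM for full effect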
Efflux pump mplx = inhibitors of Candida efflux pumps in yeast, primary screen, S. cerevisiae, Nile Red, multiplex. S. cerevisiae Candida pump triplex. inhibition, % at 10 µM. 330,000 tested, 0.44% active;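 active means plate passing quality check with inhibition over a set limit, or well fluorescence over plate mean plus 4 SD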;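 further: Nile Red retained in pooled yeast measured as flow cytometry median fluorescence; 0% = buffer negative control and 100% = Enniatin B positive control; higher means more Nile Red kept so more efflux inhibition; some compounds called inactive have numbers as strong as hits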
Fh CTSL1 inh = Fasciola hepatica cathepsin L1 inhibitors, primary screen, counter-screen for PFM18AAP inhibitor project, biochemical, QFRET, fluorogenic peptide substrate; recombinant F. hepatica cathepsin L1, Z-Leu-Arg-MCA fluorescence; inhibition, % at 5.96 µM; 300,000 tested, 0.49% active; AID 1906, 2009;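 active means inhibition above the mean of all tested compounds plus 3 SD, set per screening campaign, cut at about 17% in these data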;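 further: 0% = plate median of test compound wells and 100% = 1 µM Z-Phe-Ala-diazomethylketone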
procasp3 activ = activators of human procaspase-3 D3A mutant, primary screen, biochemical, absorbance, PC-3 D3A mutant, single concentration; Caspase-3 (Homo sapiens), P42574; recombinant procaspase-3 D3A, Ac-DEVD-pNA absorbance 405 nm; activation, % at 8.5 µM; 330,000 tested, 0.11% active;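 active means activation above the mean of all tested compounds plus 3 SD, cut at about 21% in these data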;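 further: 0% = DMSO alone and 100% = DMSO wells spiked with extra 5 µM PC-3 D3A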
Target sequence (P42574 whole entry D9A/D28A/D175A): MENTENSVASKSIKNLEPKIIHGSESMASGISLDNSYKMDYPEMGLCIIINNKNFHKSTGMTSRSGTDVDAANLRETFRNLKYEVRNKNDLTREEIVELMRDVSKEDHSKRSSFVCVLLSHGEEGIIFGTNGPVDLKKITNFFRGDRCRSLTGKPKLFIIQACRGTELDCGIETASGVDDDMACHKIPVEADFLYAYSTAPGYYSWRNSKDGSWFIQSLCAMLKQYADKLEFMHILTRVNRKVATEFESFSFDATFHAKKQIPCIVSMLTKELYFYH
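assay system = Procaspase-3 D3A mutant | signal = absorbance at 405 nm, 0 and 120 min | times = 1 h preincubation plus 2 h reaction at 25 °C | repeats = single replicate | read-out = % activation between DMSO and enzyme-spiked controls | medium = Zinc-free HEPES saline buffer with Triton X-100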
PP5 primary = PP5 phosphatase inhibitors, primary screen, biochemical, fluorescence; Serine/threonine-protein phosphatase 5 (Homo sapiens), P53041; purified PP5c, OMFP substrate fluorescence; inhibition, % at 6.7 µM; 320,000 tested, 0.18% active;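 active means inhibition above the campaign's mean inhibition across all tested compounds plus 3 SD, cut at about 9.5% in these data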;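 further: 0% = DMSO only and 100% = 100 µM cantharidin control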
An asterisk follows results filed as active; nt = no result given; & = joins results of further samples. Compounds were not picked by outcome; 2.9% or so of the library scored in one or more.

SMILES	HCV core dimer	PP1 counter	proCasp7 act	GASC-1 inh	TPT1 inh	Efflux pump mplx	Fh CTSL1 inh	procasp3 activ	PP5 primary
CCN(CC)CC#CCC(O)(c1ccccc1)C1CCCCC1 (configuration not stated)	-7	-4	5	43	0	0.1	-6	-3	1.1
CCN1CCN(CCC(=O)Nc2ccc3c(c2)OCO3)CC1	-2	0	0	-7	-13	-0.2	-3	1	-0.4
C=CCNc1nc(N)c([N+](=O)[O-])c(NCCO)n1	-4	-1	-3	4	-4	-0.1	8	3	-0.6
CC(C)(c1ccccc1)c1ccc(OCCN)cc1	0	-2	4	-3	-3	0.0	0	-2	0.0
COCc1cc(CN(C)C(=O)c2oc3c(F)cccc3c2C)[nH]n1	-1	-3	4	9	0	0.0	-4	1	-0.2
CCOC(=O)C1(Cc2cccc(Cl)c2)CCCN(C(=O)c2cccnc2)C1 (configuration not stated)	-6	-3	6	-4	0	0.0	2	5	-0.2
CCN1CCN(C(=O)CCc2nnc(CCc3c[nH]c4ccccc34)o2)[C@@H](C)C1=O	4	-4	-3	-34	2	0.0	-7	7	1.2
c1ccc(CNc2nc(-c3cccnc3)cs2)cc1	-12	-1	-8	11	1	0.5	1	-9	0.4
Cc1c(C(C)C)c(=O)n(-c2ccc(S(=O)(=O)NC3CC3)cc2)n1C	2	-3	4	-7	-1	-0.1	1	6	3.7
CCOC(=O)N1CCN(C(=O)c2ccccc2NC(=O)COc2ccccc2C)CC1	5	2	-3	-1	-1	0.1	-2	6	-1.4
Cc1cccc(NC(=O)/C(C#N)=C/c2ccc(Cl)cc2)n1	1	1	-6	-5	0	0.2	-2	-9	1.5
COc1ccccc1N(CC(=O)Nc1ccccc1C(=O)NCC(C)C)S(C)(=O)=O	1	0	10	5	3	-0.1	2	-1	-1.4
CCOCCSc1nc2c(c(=O)[nH]c(=O)n2C)n1CCCc1ccccc1	-8	3	13	-3	-6	-0.1	0	4	1.6
Cc1ccc(-n2nnnc2SCC(=O)Nc2ncc(Cc3ccccc3Cl)s2)cc1	-1	4	7	0	13	0.2	3	4	-1.6
COc1ccc(NC(=O)c2cc3ccccn3n2)cc1	7	1	-4	14	-2	-0.1	0	1	-0.1
COc1ccccc1NS(=O)(=O)c1cccc(C(=O)N2CCCCCCC2)c1	-1	-8	10	2	-1	0.0	0	8	0.3
Cc1ccc(S(=O)(=O)N2CCN(C(=S)NCc3ccc4c(c3)OCO4)CC2)cc1	6	0	-6	-3	7	0.1	-1	-10	1.3
COc1ccc(NC(=O)C2COc3ccccc3O2)cc1S(=O)(=O)N1CCOCC1 (configuration not stated)	nt	1	0	2	nt	-0.1	nt	6	0.1
COc1cc2nc(Nc3ccc(C)c(C)c3)nc(N)c2cc1OC	-5	5	-5	-15	2	0.0	1	2	0.1
O=C(N/N=C/c1ccccc1)c1ccc(CN2C(=O)c3cccc4cccc2c34)cc1	13	7	-4	8	-5	-0.1	2	-5	1.3
Cc1cccc(NC(=O)C2CCCN2S(=O)(=O)c2ccc(F)cc2)c1C (configuration not stated)	-5	0	-2	4	-2	0.0	-2	-2	1.6
COc1cc(C=O)ccc1OCC(=O)NC(C)(C)C	-5	1	0	-1	-4	-0.3	0	1	-0.2
CNc1nc(NC#N)nc(SC)n1	-1	-5	5	-3	-1	0.0	-13	8	-2.9
Cc1ccc(C)c(N2C(=N)S/C(=C\c3ccc(-c4ccccc4C(=O)O)o3)C2=O)c1	5	6	-25	2	59*	-0.1	4	-23	0.7
CC(C)Oc1ccc(C(=O)NCC(=O)Nc2ccc3c(c2)CCC3)cc1	nt	-5	8	-1	nt	0.0	nt	-1	0.2
COc1cc(NC(=O)C2CC(=O)N(Cc3ccco3)C2)cc(OC)c1 (configuration not stated)	1	-6	6	1	-2	0.0	-3	11	-1.3
Cc1cccc(NC(=S)N2CCC(NC(=O)c3ccco3)CC2)c1	0	-2	-9	3	0	0.1	4	-2	2.6
CC(C)OC(=O)CSc1nnc(-c2ccc(O)cc2)n1Cc1ccccc1	11	0	1	4	-1	0.4	0	6	0.2
COc1cc2c(=O)n(Cc3ccco3)c(=O)n(CC(=O)c3ccc(Br)cc3)c2cc1OC	26	-2	-2	-12	-4	0.3	1	-4	5.9
Cc1ccc(NC(=O)c2cnn(-c3ccccc3)c2NC(=O)c2ccco2)cc1	-3	1	8	-1	-2	0.0	-3	3	1.7

As entered above:
`O=C(N/N=C/c1ccccc1)c1ccc(CN2C(=O)c3cccc4cccc2c34)cc1` in proCasp7 act is listed with -4
`CNc1nc(NC#N)nc(SC)n1` in Fh CTSL1 inh is listed with -13

(continued)
SMILES	HCV core dimer	PP1 counter	proCasp7 act	GASC-1 inh	TPT1 inh	Efflux pump mplx	Fh CTSL1 inh	procasp3 activ	PP5 primary
Cc1cc(N2CCOCC2)nc2ccc(NC(=O)CCC(=O)N3CCC(C)CC3)cc12	0	-2	7	2	2	0.0	-1	9	1.8
Cc1onc(-c2c(Cl)cccc2Cl)c1C(=O)N1CCN(c2ncccn2)CC1	1	-5	4	10	-3	-0.1	0	9	-0.7
O=C(O)c1ccc(CS(=O)(=O)c2ccc(Br)cc2)cc1	0	-1	-3	4	0	0.3	1	-2	2.8
CCn1cc(C(=O)NCCCN2CC(C)CC(C)C2)c2cc(OC)c(OC)cc2c1=O (configuration not stated)	4	4	-3	4&-14	1	0.2	-3	-5	1.7
CC(C)(C)C(=O)Nc1ccccc1C(=O)Nc1ccncc1	2	-2	-2	-1	-4	0.0	5	-3	-0.7
COc1ccc(CCNC(=O)C2CCN(S(=O)(=O)c3ccc(-n4cnnn4)cc3)CC2)cc1OC	-3	-5	9	-1	2	0.0	-1	0	0.6
CC1=Nn2c(nnc2C2CCCCC2)SC1	-5	-1	3	-42	3	0.1	-1	5	1.8
Nc1c(C(=O)NCCc2ccccc2)nnn1Cc1ccc(Cl)cc1	-2	1	-5	-1	-2	0.1	-2	2	3.4
O=C(O)CC(NC(=O)C(c1ccccc1)c1ccccc1)c1cccc([N+](=O)[O-])c1 (configuration not stated)	-2	-5	9	13	3	0.0	-5	-5	-1.5
CC(=O)NC(C)c1nc2ccccc2n1Cc1ccccc1F (configuration not stated)	1	-6	8	-4	-3	-0.2	2	-4	-3.0
COC(=O)c1ccc(N2CCN(c3ccccc3)CC2)nc1	-7	1	5	7	1	-0.1	-3	-1	1.2
CN(Cc1ccc(Cl)s1)C(=O)CCl	-3	-1	-7	-20	-1	-0.1	16	-1	0.0
CC(C)c1ccc(NC(=S)NC2CCCCCC2)cc1	7	3	4	22	1	0.0	-2	2	1.2
COC(=O)CCN(c1ccccc1)S(=O)(=O)c1cc(-c2cc(C)no2)ccc1OC	1	-5	0	1	-1	0.0	-4	10	-4.9
CC(C)NC(=O)CCS(=O)(=O)c1cccc2nonc12	-3	0	5	-29	-2	0.0	1	12	-0.4
CC(=O)N1CCc2cc(S(=O)(=O)CCC(=O)N3CCN(c4ccccn4)CC3)ccc21	-5	-5	5	28	3	-0.1	-2	10	3.0
O=C(Nc1cccc(S(=O)(=O)N2CCCCC2)c1)c1cc(=O)[nH]c2ccccc12	nt	nt	2	5	nt	0.7	nt	2	nt
COCCNc1c(-c2ccc(O)cc2)nc2ccc(Cl)cn12	-23	2	0	-28	-4	-0.1	0	-1	0.2
COc1ccc(-n2c(COc3ccccc3)n[nH]c2=S)cc1	-7	-5	0	2	-4	0.5	2	-1	3.7
CCOc1ccc(/C=C/C2=NNC(=O)CC2)cc1	-11	-6	-2	-3	2	0.0	4	1	1.6
CCCCSCc1cc(C(=O)O)oc1C(C)(C)C	3	-6	7	-12	-2	0.0	1	2	-0.4
Cc1ccc(S(=O)(=O)Nc2cccc(-n3cnnn3)c2)cc1C	-8	3	4	0	0	-0.3	-1	10	-0.1
Cc1ccc(Cl)cc1N1CCN(C(=O)CSc2nnc3n2C(C)(C)Cc2ccccc2-3)CC1	34	5	-2	3	-1	0.0	5	1	2.7
O=C(O)c1cc(-c2ccc(/C=C3\NC(=O)N(c4ccccc4)C3=O)o2)ccc1Cl	-3	-3	1	8	-4	-0.1	3	-10	0.4
Cc1ccccc1NC(=O)CCC(=O)OCC(=O)c1ccc(-c2ccccc2)cc1	3	-4	2	5	2	0.0	-12	7	0.1
CCOc1ccccc1NC(=O)c1nc(S(=O)(=O)Cc2ccccc2)ncc1Cl	11	-2	-8	4	-3	0.2	-5	-5	1.7
Cc1nc2cc(Cl)c([N+](=O)[O-])cc2s1	1	-3	7	1	-4	-0.3	2	-6	2.1
CCOC(=O)C1CCN(C(=O)c2ccc3c(c2)NC(=O)/C(=C/c2ccccc2)S3)CC1	5	-1	-7	-7	-1	0.1	-1	6	5.1
COc1cc(-c2nnc(SCc3cc(=O)oc4cc(O)c(O)cc34)o2)cc(OC)c1OC	26	8	-8	62	9	0.3	2	-5	2.3
COc1ccc(CCN2C(=O)NC(NC(C)=O)(C(F)(F)F)C2=O)cc1OC (configuration not stated)	-10	5	-8	-4	-10	0.6	-8	-5	-2.9
CC(=O)c1c(C)nc(-c2ccc3c(c2)OCO3)n1O	-4	0	15	5	2	0.0	-1	3	-2.5
COc1ccc(C(=O)Nc2ccccc2C(=O)N2CCOCC2)cc1OC	6	-2	-2	-8	-1	0.2	-2	-1	2.2
CC(=O)c1c(C)n(-c2ccc(N(C)C)cc2)c2ccc(OCC(N)=O)cc12	3	-4	4	29	1	0.1	2	3	1.7
Clc1ccc(OCc2nn[nH]n2)cc1	4	-1	-1	0	2	-0.1	-3	-4	-5.1

Compound activity: PubChem, several laboratories
